PMI inhibition = human PMI inhibitors, high substrate, primary screen, biochemical, fluorescence intensity, high mannose 6-phosphate (AID 1220); recombinant PMI enzyme, coupled fluorescence intensity; higher % means a stronger effect; 0.66% of 190,000 active; inhibition, % at 20 µM, or IC50 in µM where a hit was titrated
LYP phosphatase = inhibitors of LYP phosphatase, biochemical, fluorescence intensity, uHTS (AID 1779); inhibition, % at 11.5 µM, or IC50 in µM where a hit was titrated; recombinant LYP phosphatase, fluorescence intensity; higher % means a stronger effect; 0.054% of 290,000 active;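 further: plate controls were vehicle with enzyme for no effect and no enzyme for full effect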
TNAP activators = human TNAP enzyme activators, primary screen, biochemical, luminescent, no phosphate acceptor, uHTS (AID 1001). purified TNAP, luminescent activation assay, no phosphate acceptor; higher activation fold means a stronger effect. 0.03% of 200,000 active. activation fold at 20 µM; hits with a dose series show EC50 in µM; in the data active means activation fold from about 3, or a potency from the dose series; inactive means the rest, 99 in 100 with activation fold below about 1.6; further: many of its hits are not listed in these tables
PMI inhibitors = inhibitors of human PMI, primary screen, biochemical, fluorescence intensity, coupled assay (AID 1209) | purified PMI enzyme, coupled fluorescence intensity; higher % means a stronger effect | 0.42% of 190,000 active | inhibition, % at 20 µM, or IC50 in µM where a hit was titrated;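 further: plate controls were DMSO vehicle for no effect and wells lacking substrate for full effect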
Yfh1-depleted yeast = enhancers of respiration in Yfh1-depleted yeast, dose response, Friedreich's ataxia, plus single-dose screen (AID 1465); S. cerevisiae Yfh1-off respiration, WST-1 reduction, 72 h; higher fold induction means a stronger effect; one-dose fold induction at 50 µM; EC50 in µM for titrated hits; 0.074% of 220,000 active;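 active means fold induction of absorbance versus untreated yeast above a set limit, then at least 30% activation at any dose in follow-up; inconclusive means repeats straddling the limit, or above it without dose testing; inactive means fold induction below the set limit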;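 further: activators that raise dye reduction in frataxin-depleted yeast; strong numbers were not always called active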
P. falciparum M1AAP = P. falciparum M1AAP inhibitors, biochemical, fluorogenic H-Leu-NHMec substrate, 1536-well (AID 1445); one-dose inhibition, % at 30 µM; IC50 in µM for titrated hits; recombinant M1AAP, H-Leu-NHMec fluorogenic kinetic assay; higher % means a stronger effect; 0.42% of 220,000 active;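 active means primary inhibition above the hit cutoff, then over 50% inhibition at one or more dose response concentrations, cut at about 23% in these data, passing the limit was not always enough; inconclusive means conflicting primary data, or primary hits not chosen for dose response; inactive means low primary inhibition, or under 50% at every dose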;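 further: plate controls were DMSO full reaction for no effect and no enzyme background for full effect; strong numbers were not always called active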
M17LAP inhibition = P. falciparum M17LAP inhibitors, primary screen, biochemical, fluorogenic H-Leu-NHMec substrate, 1536-well (AID 1619); recombinant M17LAP, H-Leu-NHMec fluorogenic kinetic assay; higher % means a stronger effect; inhibition, % at 30 µM; hits with a dose series show IC50 in µM; 0.38% of 220,000 active;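 active means compound inhibiting the enzyme by more than half at any dose during confirmatory dose-response retesting; inconclusive means strong single-dose inhibitors picked by rank but not retested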;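 further: plate controls were full reaction with DMSO carrier for no effect and no enzyme background for full effect; strong numbers were not always called active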
XIAP antagonists = small molecules displacing peptide from XIAP – biochemical, IAP family, fluorescence polarization (AID 1018). XIAP BIR domain, fluorescence polarization peptide displacement; higher % means a stronger effect. displacement, % at 20 µM, or IC50 in µM where a hit was titrated. 0.007% of 200,000 active; in the data active means displacement above about 50%; further: a part of the inactive calls stands beside numbers as strong as those of hits
WT yeast gro inh = growth inhibition of WT yeast, mitochondrial fusion screen. inhibition, % at 10 µM. mitochondrial fusion phenotypic screen, WT strain. 2.1% of 190,000 active; in the data active means inhibition above about 58%; tested in S. cerevisiae
WT yeast gro inh mutant strain = recorded beside WT yeast gro inh, whose call it bears; inhibition, %; mitochondrial fusion phenotypic screen, mutant strain inhibition
* = called active by the depositor; i = inactive; ? = inconclusive; · = no result given. Unless noted, no stated cut-off is given here; in the data, active means inhibition above about 50%; inactive means the rest. Compounds were not picked by outcome; about 3.7% have a hit in one of these screens.

cpd	SMILES	PMI inhibition	LYP phosphatase	TNAP activators	PMI inhibitors	Yfh1-depleted yeast
1	COc1ccc(N(C(C)=O)S(=O)(=O)c2cccs2)cc1	0%	-3%	1.1	0%	i
2	COC(=O)c1ccc(NC(=O)CO/N=C2\CCCc3nonc32)cc1	4%	-4%	1	-6%	i
3	O=C1c2ccccc2-c2ccc(C(=O)N3CCOCC3)cc21	24%	0%	1.1	18%	i
4	CN1CCNC(=O)C1CC(=O)N1CC=C(c2ccc(F)cc2)CC1 (stereo not given)	29%	-8%	1	15%	i
5	CC1(C)Cc2c(C#N)c(NCCO)nc(-c3ccco3)c2CO1	·	-2%	·	·	i
6	CC(C)(C)C(=O)CN1C2=NCCN2c2ccccc21	11%	-8%	1.1	8%	i
7	Cc1nnc(N/N=C/c2cccs2)[nH]c1=O	·	6%	·	·	i
8	CCn1c(O)c(N=Nc2ccc(Cl)c(C(=O)O)c2)c2ccccc21	·	-3%	·	·	?
9	O=C(O)c1cc(C(=O)O)cc(-c2ccc(/C=c3/sc4nc5ccccc5n4c3=O)o2)c1	-68%	2%	0.9	-8%	i
10	O=C(O)c1cc(N/N=C/c2ccc(OCc3ccccc3)cc2)ccc1Cl	-149%	-1%	1	-68%	i

cpd	P. falciparum M1AAP	M17LAP inhibition	XIAP antagonists	WT yeast gro inh	WT yeast gro inh mutant strain
1	-5%	36%	1.3%	0	-13
2	-3%	15%	-6.2%	19	6
3	0%	3%	-2.9%	33	18
4	-4%	-3%	-20%	1	9
5	4%	-2%	·	·	·
6	·	·	-0.4%	-8	0
7	2%	-3%	·	·	·
8	11%	21%	·	·	·
9	17%	8%	-11%	-19	4
10	9%	20µM*	-1.9%	-2	24

Copied from the list.
Under P. falciparum M1AAP, entry 8 shows 11%
Under M17LAP inhibition, entry 9 shows 8%
Under WT yeast gro inh, entry 3 shows 33

(listing goes on)
cpd	SMILES	PMI inhibition	LYP phosphatase	TNAP activators	PMI inhibitors	Yfh1-depleted yeast
11	Cc1cccc(NC(=S)N2CCOCC2)c1C	0%	3%	1	4%	i
12	COc1ccc(N2C(=O)C3C(C2=O)C(C(=O)c2ccc(Cl)cc2)N2CCCC32)cc1 (stereo not given)	·	-6%	·	·	i
13	COc1ccc(-c2c/c(=N\c3nc(-c4ccccc4)c(C)s3)c3ccccc3o2)cc1O	11%	3%	0.8	16%	i
14	CN(C)CCOC(=O)C12CC3CC(C1)CC(C(=O)OCCN(C)C)(C3)C2	·	-3%	·	·	i
15	CCNc1nc(NCC)n2c(SCC(=O)c3ccc(C(C)C)cc3)nnc2n1	-21%	-2%	1.1	-12%	i
16	O=C(O)C1CCCN1C(=O)Nc1ccc(Cl)cc1 (stereo not given)	-1%	-2%	1.1	-3%	i
17	CC(C)NC(=O)c1ccc(Sc2ccccc2)c([N+](=O)[O-])c1	9%	-1%	1	16%	i
18	O=C(Nc1ccc(N2CCOCC2)cc1)C1(S(=O)(=O)c2ccccc2)CC1	0%	-2%	1.1	6%	i
19	O=C1NC2(CCCCC2)Oc2ccccc21	-6%	-5%	1.1	0%	i
20	O=C(CSCc1nc2c(nnn2Cc2ccc(F)cc2)c(=O)[nH]1)Nc1c(Cl)cc(Cl)cc1Cl	11%	-2%	1.1	7%	i

cpd	P. falciparum M1AAP	M17LAP inhibition	XIAP antagonists	WT yeast gro inh	WT yeast gro inh mutant strain
11	-2%	-7%	-6.2%	18	12
12	0%	8%	·	·	·
13	-3%	2%	45%	-9	9
14	0%	-6%	·	·	·
15	5%	-8%	-4.5%	-13	18
16	5%	7%	0.5%	0	-11
17	3%	-2%	-12%	-29	-22
18	10%	3%	-3.5%	-24	16
19	-1%	-11%	-4.8%	-16	-19
20	0%	31%	-12%	2	-14

Next records.
cpd	SMILES	PMI inhibition	LYP phosphatase	TNAP activators	PMI inhibitors	Yfh1-depleted yeast
21	O=[N+]([O-])c1ccc(Cl)c(/C=N/n2c(-c3cccnc3)n[nH]c2=S)c1	-3%	-6%	0.8	-5%	i
22	CCCCNC(=O)c1ccc2c(=O)n(CCCOCC)c(=S)[nH]c2c1	-10%	1%	1.1	-4%	i
23	O=C1NC(=Nc2ccccc2)c2c1cccc2[N+](=O)[O-]	0%	-7%	1.1	8%	i
24	COc1ccc2c(=O)c(-c3ccc4c(c3)OCO4)coc2c1	-1%	-1%	1.1	6%	i
25	CS(=O)(=O)N(CCc1ccccc1)CC(=O)NCc1ccncc1	-1%	-5%	1.2	3%	i
26	Cc1cc(C)c(NC(=O)c2ccccc2N(C)S(C)(=O)=O)c(C)c1	6%	-9%	1.1	11%	i
27	CCOC(=O)C1=C(C)NC(=O)NC1c1ccccc1OCc1c(F)cccc1Cl (stereo not given)	-2%	3%	1.1	8%	i
28	CCNS(=O)(=O)c1cc(OC)c(Cl)cc1OC	5%	1%	1	11%	i
29	C/C(Cl)=C/Cn1c(NCCCn2ccnc2)nc2c1c(=O)[nH]c(=O)n2C	-11%	-7%	1	-17%	i
30	CCC(C)NC(=O)Cn1c(COc2ccc(Cl)cc2Cl)nc2ccccc21 (stereo not given)	4%	0%	1.1	1%	i

cpd	P. falciparum M1AAP	M17LAP inhibition	XIAP antagonists	WT yeast gro inh	WT yeast gro inh mutant strain
21	0%	5%	0.0%	0	-25
22	2%	-9%	-2.8%	-8	9
23	-1%	15%	-3.0%	16	-13
24	12%	-3%	-4.6%	2	1
25	-2%	-5%	-9.8%	-17	-10
26	0%	0%	-3.9%	-3	-27
27	7%	2%	-5.5%	-13	-2
28	6%	0%	-8.5%	-7	4
29	2%	9%	-1.0%	-9	15
30	3%	2%	-4.4%	-5	-9

Later entries
cpd	SMILES	PMI inhibition	LYP phosphatase	TNAP activators	PMI inhibitors	Yfh1-depleted yeast
31	S=C(NCCN1CCCCC1)Nc1ccccc1	14%	-12%	1.1	11%	i
32	Nc1cc(=O)[nH]c(SCC(=O)N2N=C(c3ccc4ccccc4c3)CC2c2ccccc2)n1 (stereo not given)	·	-1%	·	·	i
33	COc1ccccc1NC(=O)CN1CCC(n2c(C)nc3cc(F)ccc32)CC1	-5%	-7%	1	-8%	i
34	CC1=C(C(=O)OC(C)C)C(c2cccs2)C(C(=O)OC(C)C)=C(C)N1	7%	-6%	1.1	18%	i
35	O=C(NCc1cccs1)C1CCN(S(=O)(=O)c2ccc3c(c2)OCCO3)CC1	-7%	-10%	1.1	-2%	i
36	COCCCNC(=O)Cn1nnc(-c2ccccc2NC(=O)c2ccccc2F)n1	1%	-7%	1.1	6%	i
37	Nc1cc(OC(=O)c2ccccc2Br)nn1S(=O)(=O)c1ccccc1	7%	0%	0.9	3%	·
38	CCOc1ccccc1C(=O)NC1CCN(Cc2nnnn2C2CCCC2)CC1	3%	-6%	1.1	-6%	i
39	COC(=O)c1cc(OC)nc2c1c(=O)n(C)c(=O)n2C	-5%	-2%	1	-3%	i
40	CCc1ccc(NC(=O)C(=O)NCC2CCCO2)cc1 (stereo not given)	-4%	0%	1.1	-12%	i

cpd	P. falciparum M1AAP	M17LAP inhibition	XIAP antagonists	WT yeast gro inh	WT yeast gro inh mutant strain
31	6%	5%	-8.3%	-4	-3
32	3%	9%	·	·	·
33	4%	-8%	3.2%	-1	17
34	6%	-2%	-0.1%	19	3
35	23%*	2%	-2.5%	10	14
36	·	·	-18%	·	·
37	15%	4%	-8.9%	-4	14
38	3%	0%	-0.4%	16	5
39	-4%	-15%	-8.6%	0	-10
40	8%	19%	-5.2%	-12	35

(list continues)
cpd	SMILES	PMI inhibition	LYP phosphatase	TNAP activators	PMI inhibitors	Yfh1-depleted yeast
41	Cc1nn(Cc2ccc(C(=O)Nc3nccs3)cc2)c(C)c1Cl	9%	-2%	1.1	5%	·
42	Cn1ncc(Cl)c1C(=O)N1CCc2ccccc21	-4%	-5%	1.1	-4%	i
43	Cc1ccc(C)c(SCC(=O)OC/C(O)=C(\C#N)c2nc3ccccc3[nH]2)c1	25%	0%	1.1	0%	i
44	CC1CCN(c2cc(N3CCOCC3)c([N+](=O)[O-])cc2F)CC1	22%	-7%	0.9	13%	i
45	CCCOc1ccc2oc(=O)c3c(c2c1)CCCN3C(=O)CN(C)Cc1ccccc1	12%	-7%	1	15%	i
46	CCOC(=O)c1sc(NC(=O)C2CC=CCC2C(=O)O)nc1C (stereo not given)	-1%	-6%	1.1	4%	i
47	Cc1ccc(OCCCSc2ncccn2)cc1C	7%	-8%	1.1	11%	i
48	Cn1c(=O)n(CCc2ccccc2)c(=O)c2c1nc1n2CCN1Cc1ccco1	-2%	-6%	1.1	2%	i
49	Cc1cc(C)n2nc(C(=O)OCCOc3cccc(Br)c3)nc2n1	8%	-1%	1.1	2%	i
50	COc1ccc(CC(=O)n2[nH]c(=O)ccc2=O)cc1OC	·	-12%	·	·	i
51	CC(=O)c1ccc(N2CCN(c3ncc(C(F)(F)F)cc3Cl)CC2)cc1	12%	3%	1.1	17%	i
52	CN(/N=C/c1cc([N+](=O)[O-])ccc1O)c1ccccc1	-3%	-1%	0.9	-5%	i

cpd	P. falciparum M1AAP	M17LAP inhibition	XIAP antagonists	WT yeast gro inh	WT yeast gro inh mutant strain
41	3%	-1%	0.2%	-2	7
42	2%	2%	-7.4%	-5	-16
43	4%	-9%	-6.7%	-17	-24
44	13%	8%	-9.6%	0	-1
45	11%	-11%	-3.5%	-7	-1
46	11%	43%	-5.3%	-18	16
47	2%	-5%	-2.3%	-10	-15
48	4%	-14%	-4.6%	8	-5
49	1%	-11%	-3.3%	-7	18
50	-1%	-2%	·	·	·
51	0%	0%	-0.7%	17	0
52	6%	2%	-5.0%	-5	-16

Results in sequence from above.
Compounds 43 to 52 in LYP phosphatase, in turn: 0%, -7%, -7%, -6%, -8%, -6%, -1%, -12%, 3%, -1%
Compounds 43 to 52 in TNAP activators, in turn: 1.1, 0.9, 1, 1.1, 1.1, 1.1, 1.1, ·, 1.1, 0.9
Compounds 43 to 52 in XIAP antagonists, in turn: -6.7%, -9.6%, -3.5%, -5.3%, -2.3%, -4.6%, -3.3%, ·, -0.7%, -5.0%

Laid out differently: results already given
no.	Compound	PMI inhibition	LYP phosphatase	TNAP activators	PMI inhibitors	Yfh1-depleted yeast	P. falciparum M1AAP	M17LAP inhibition	XIAP antagonists	WT yeast gro inh	WT yeast gro inh mutant strain
43	Cc1ccc(C)c(SCC(=O)OC/C(O)=C(\C#N)c2nc3ccccc3[nH]2)c1	25%	0%	1.1	0%	i	4%	-9%	-6.7%	-17	-24
49	Cc1cc(C)n2nc(C(=O)OCCOc3cccc(Br)c3)nc2n1	8%	-1%	1.1	2%	i	1%	-11%	-3.3%	-7	18
41	Cc1nn(Cc2ccc(C(=O)Nc3nccs3)cc2)c(C)c1Cl	9%	-2%	1.1	5%	·	3%	-1%	0.2%	-2	7
